EBV LMP1 NFkB – EBV LMP1-driven NF-kappaB luciferase reporter inhibitors, primary screen, cell-based, luminescence, single point; inhibition, % at 12.5 µM; LMP1-induced NF-kappaB luciferase reporter cells; AID 504558, 2011; hit rate 0.69% among 350,000; in the data active = inhibition above about 41%;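 also: 0% = neutral control wells and 100% = reference inhibitor control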
KKLEB tox – cytotoxicity in KKLEB CF airway cells, primary screen, cytotoxicity control for CF NF-kB inhibitor project, cell-based, uHTS, fluorescence assay plates; KKLEB CF airway cells viability, ATPlite luminescence, overnight; stronger effect = lower value; cells stimulated with P. aeruginosa culture filtrate; activity change (cytotoxicity), % at 5 µM; hit rate 0.36% among 360,000; AID 602141, 2011;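 active = corrected activity change at or below -50% at 5 µM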
TWEAK-Fn14 inh – inhibitors of TWEAK-Fn14 signaling, primary screen, luciferase reporter cells, uHTS; TWEAK-stimulated Fn14 reporter cells, luciferase luminescence, 8 h; inhibition, % at 10 µM; hit rate 2% among 360,000; AID 1159606, 2016; in the data active = inhibition above about 50%
TRAIL sens C8 – viability loss with TRAIL in NB7+C8 cells, primary screen, TRAIL sensitizer project, cell-based, ATPlite luminescence; inhibition (viability loss, TRAIL sensitization), % at 10 µM; hit rate 1% among 360,000; AID 624354, 2012;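 active = compounds causing at least 50% loss of cell viability in the single-dose screen, relative to plate controls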
CF NFkB inh – inhibitors of PAF-induced NF-kB signaling, primary screen, cell-based, GFP fluorescence, uHTS; KKLEB NF-kB-GFP reporter, GFP fluorescence overnight; inhibition, % at 5 µM; hit rate 0.86% among 360,000; AID 588850, 2011;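 active = at least 50% inhibition at 5 µM, scaled per plate between neutral and stimulator controls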;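 also: PAF is a Pseudomonas aeruginosa culture filtrate used as stimulus; plate controls were PAF-stimulated DMSO wells for no effect and unstimulated DMSO wells for full effect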
TROY NFkB inh – inhibitors of TROY-driven NF-kB signaling, primary screen, Q293 LMP1-TROYcd cells, NF-kB luciferase, uHTS; Q293 LMP1-TROYcd NF-kB luciferase reporter, 4 h; inhibition, % at 10 µM; hit rate 0.98% among 360,000; AID 1347056, 2019;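 active = compounds whose plate-normalised and pattern-corrected inhibition of the luciferase reporter signal at the single screening dose is 50% or more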
Shn3 inh set2 – reduction of Shn3 3'UTR firefly luciferase signal, primary screen, Schnurri-3 inhibitor project, cell-based, Clone20 osteoblasts, set 2; Clone20 osteoblast Shn3 3'UTR firefly luciferase, 24 h; inhibition, % at 12.5 µM; hit rate 0.52% among 360,000; AID 588674, 2011;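 active = mean inhibition of at least 75% with every replicate also reaching 75%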;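 also: 0% = median of neutral control wells and 100% = pilot-screen positive control compound; some compounds past the cut are filed as inactive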
LRH-1 inv ag – LRH-1 (NR5A2) inverse agonists, primary screen, cell-based, luminescence, HEK293T, StAR-luciferase reporter; hit rate 0.13% among 360,000; AID 602396, 2012; Nuclear receptor subfamily 5 group A member 2 (Homo sapiens), O00482; inhibition, % at 3.6 µM; LRH-1 transfected, 24 h;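 active = inhibition above the mean inhibition of all tested compounds plus 3 SD, cut at about 73% in these data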;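 also: 0% = DMSO wells and 100% = reporter-only cells lacking LRH-1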
NCOA3 inh – SRC3 coactivator transcriptional activity inhibitors, primary screen, cell-based, luminescence. hit rate 0.17% among 360,000. HEK293 GAL4-SRC3 luciferase reporter. inhibition, % at 3.6 µM. Nuclear receptor coactivator 3 (Homo sapiens), Q9Y6Q9;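 active = inhibition above a per-campaign cutoff, the mean of all compounds plus 3 SD, cut at about 60% in these data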;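 also: 0% = DMSO-treated cells and 100% = gossypol-treated cells at 36 µM; higher means less SRC3-driven luciferase light from the GAL4 reporter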
Target sequence (Q9Y6Q9 whole entry, looked up, the tested form may be a part): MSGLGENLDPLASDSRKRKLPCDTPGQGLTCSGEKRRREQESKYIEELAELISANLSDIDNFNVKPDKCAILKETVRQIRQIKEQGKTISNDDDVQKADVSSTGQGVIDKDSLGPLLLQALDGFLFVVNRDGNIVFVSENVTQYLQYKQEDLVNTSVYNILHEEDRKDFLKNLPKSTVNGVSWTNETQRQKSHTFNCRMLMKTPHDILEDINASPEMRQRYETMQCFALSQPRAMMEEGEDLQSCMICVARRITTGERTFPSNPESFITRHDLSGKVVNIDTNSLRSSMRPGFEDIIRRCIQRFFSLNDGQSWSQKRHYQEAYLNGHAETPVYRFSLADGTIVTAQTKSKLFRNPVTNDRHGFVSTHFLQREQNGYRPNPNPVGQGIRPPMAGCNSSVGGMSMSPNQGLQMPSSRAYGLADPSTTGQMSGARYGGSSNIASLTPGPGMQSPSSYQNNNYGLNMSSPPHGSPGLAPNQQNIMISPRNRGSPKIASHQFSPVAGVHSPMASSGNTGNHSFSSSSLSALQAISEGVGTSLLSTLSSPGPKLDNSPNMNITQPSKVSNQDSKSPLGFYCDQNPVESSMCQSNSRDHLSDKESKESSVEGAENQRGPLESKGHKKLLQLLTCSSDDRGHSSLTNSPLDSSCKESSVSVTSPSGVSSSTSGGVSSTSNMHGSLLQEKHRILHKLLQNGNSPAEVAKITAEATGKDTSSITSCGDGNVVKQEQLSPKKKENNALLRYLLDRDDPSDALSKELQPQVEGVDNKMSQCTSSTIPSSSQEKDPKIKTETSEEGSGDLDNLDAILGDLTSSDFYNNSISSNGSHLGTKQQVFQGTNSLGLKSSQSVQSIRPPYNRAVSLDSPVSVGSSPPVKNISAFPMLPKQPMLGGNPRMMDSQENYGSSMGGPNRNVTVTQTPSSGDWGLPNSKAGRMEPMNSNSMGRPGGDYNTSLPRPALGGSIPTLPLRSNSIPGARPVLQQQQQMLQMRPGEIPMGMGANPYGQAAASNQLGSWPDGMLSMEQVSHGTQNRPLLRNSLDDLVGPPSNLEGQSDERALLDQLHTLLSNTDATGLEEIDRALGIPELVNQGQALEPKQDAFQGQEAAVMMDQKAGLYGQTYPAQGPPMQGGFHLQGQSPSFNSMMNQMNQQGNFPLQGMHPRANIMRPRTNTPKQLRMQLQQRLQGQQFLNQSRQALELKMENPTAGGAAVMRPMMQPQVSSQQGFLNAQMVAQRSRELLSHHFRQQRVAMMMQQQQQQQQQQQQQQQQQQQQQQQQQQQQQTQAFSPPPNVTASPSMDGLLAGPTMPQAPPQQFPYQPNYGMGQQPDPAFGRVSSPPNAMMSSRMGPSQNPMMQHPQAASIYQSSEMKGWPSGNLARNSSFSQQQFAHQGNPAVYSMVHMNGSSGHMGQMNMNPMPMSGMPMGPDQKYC
COUP-TFII inh – NR2F2 transcriptional activity inhibitors, primary screen, cell-based, luciferase reporter, HEK293T, luminescence. AID 686940, 2013. inhibition, % at 8.6 µM. HEK293T NGFI-A luciferase reporter. COUP transcription factor 2 (Homo sapiens), P24468. hit rate 0.7% among 370,000;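 active = inhibition above a per-plate cutoff, mean inhibition of test wells between control levels plus 3 SD, cut at about 38% in these data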;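 also: cells cotransfected with COUP-TFII expression vector driving the NGFI-A reporter; 0% = median of COUP-TF2 test wells and 100% = reporter-only cells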
SRC1 inh – SRC1 coactivator transcriptional activity inhibitors, primary screen, cell-based, luminescence; Nuclear receptor coactivator 1 (Homo sapiens), Q15788; HEK293 GAL4-SRC1 luciferase reporter; inhibition, % at 3.6 µM; hit rate 0.12% among 360,000;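 active = inhibition above the campaign mean plus 3 SD, with each screening campaign given its own cutoff, cut at about 60% in these data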;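 also: 0% = DMSO treated cells and 100% = gossypol at 36 µM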
Active calls of the source: *; · = no result given. Not all compounds are listed (hit frequency here may not be typical).

SMILES	EBV LMP1 NFkB	KKLEB tox	TWEAK-Fn14 inh	TRAIL sens C8	CF NFkB inh	TROY NFkB inh	Shn3 inh set2	LRH-1 inv ag	NCOA3 inh	COUP-TFII inh	SRC1 inh
CCCC(=O)Nc1cccc(-c2nc3ccccc3o2)c1	-14	0	-14	8	4	-42	·	-28	-7	-17	-15
Cc1ccc(CCNC(=O)C(C)n2nc(C)c3c(C)n(-c4ccccc4)nc3c2=O)cc1 (stereo not drawn)	3	-12	-1	13	-8	44	0	5	-7	1	16
OCC[C@H]1C[C@H](O)[C@@H](O)[C@@]2(OCc3ccccc32)O1	3	6	-9	-14	-12	8	-7	15	10	-2	-3
O=C(O)c1cccc(Nc2nc(-c3ccc([N+](=O)[O-])cc3)nc3ccccc23)c1	1	-2	47	-12	-1	-5	10	18	2	-3	3
CN(C[C@H](Cc1ccccc1)N(C[C@@H](CC1CCCCC1)N(CCc1ccccc1)N=O)N=O)N=O	-4	-24	16	36	39	13	5	18	-18	6	-2
CC1(C)CC(=O)c2c(-c3cccnc3)n[nH]c2C1	-6	7	-11	12	-9	-3	-4	3	3	-4	-3
Cc1ccc(S(=O)(=O)N2CCN(C(=O)CSc3nnc(C)s3)C2)cc1	-3	-13	-2	2	4	16	-15	10	4	7	9
CCOC(=O)C1=C(C)NC(=S)NC1C (stereo not drawn)	-3	0	-5	-5	8	0	4	-4	-2	18	4
CCc1cc(C(=O)N2CCN(S(=O)(=O)c3ccccc3F)CC2)sc1C	2	-6	-16	-2	8	-13	2	-2	-11	2	-5
O=C(CCc1ccccc1)NNC(=O)Nc1ccc(F)c(Cl)c1	-7	18	6	3	9	5	12	-1	-8	9	-2
C[C@H](O)[C@@H]1C(=O)N2CCc3c([nH]c4ccccc34)[C@@H]2C[C@@H]1N(C)Cc1ccc(Cl)cc1	0	-11	-7	-3	5	-18	-17	-11	5	-2	-3
CN(C(=O)CSc1nnc(Cc2cccc3ccccc23)n1N)C1CCS(=O)(=O)C1 (stereo not drawn)	2	-2	-5	-9	14	1	-15	11	14	-3	-7
COc1ccc(NC(=O)c2ccc(N3C(=O)C4CC=C(C)CC4C3=O)cc2)c(OC)c1 (stereo not drawn)	-11	3	-5	0	-3	-15	11	-20	1	-6	5
O=C(O)CSCc1c(F)cccc1Cl	7	-5	-1	-13	-2	5	9	-1	2	-8	-14
Cc1cccc(NC(=O)c2cc(NC(=O)C3CCCCC3C(=O)O)ccc2Cl)n1 (stereo not drawn)	-6	2	-2	18	0	-3	-5	-1	-18	10	-7
c1ccc2nc(NN=C3CCCCC3)ccc2c1	-20	1	-34	3	-16	0	20	-70	-83	-49	-66
COc1ccc(-c2cc3ccc(OC(C)C(=O)O)cc3oc2=O)cc1 (stereo not drawn)	-12	7	2	4	-8	-12	-18	-20	-23	-8	-20
COc1ccc(C/C(C)=N/NC(=O)c2ccncc2)cc1	-4	4	-3	-6	2	-8	-10	3	-20	-2	-1
COc1ccc(C(=O)N(Cc2ccccc2)c2cccc(C)c2)cc1S(=O)(=O)N1CCOCC1	2	12	11	-2	9	-1	4	-7	-3	-6	-9
COc1ccc(OC)c(/C=N/NC(=O)c2cc[n+](CC(=O)c3ccccc3)cc2)c1	-1	4	8	-9	8	-5	-9	-3	-28	5	-20
COc1ccc(-c2csc(N3CCC(C(N)=O)CC3)n2)cc1	-17	1	-8	2	2	-47	-56	-42	-36	-32	-29
CCOC(=O)N1CCC(NC(=O)c2cc(C(=O)Nc3ccc(S(=O)(=O)N4CCOCC4)cc3)ccc2CO)CC1	10	-10	6	8	0	7	18	-10	-5	1	-13
N#Cc1ccccc1COc1ccc(/C=C/C(=O)O)cc1	25	-6	74*	14	3	29	42	27	14	68*	5
CC(C)Oc1nnnn1-c1ccccc1	7	-4	8	-5	8	10	-1	36	15	-7	-10
CCCN(Cc1ccccc1)C(=S)Nc1ccc(F)cc1	6	9	5	-7	3	9	16	-5	9	-12	2
O=C(NCc1ccc(F)cc1)c1ccc2c(c1)S(=O)(=O)c1ccccc1C2=O	2	-4	-28	1	-1	8	5	0	-11	-6	-8
CCOC(=O)c1ccc(NC(=O)NNC(=O)CCc2ccc(OC)cc2)cc1	1	14	4	-2	4	7	0	6	-28	5	2
CCCC(=O)Nc1cc(OC)c(NC(=S)Nc2ccc(CC)cc2)cc1OC	-9	2	-16	-5	-9	11	-8	9	-11	-6	9
O=C(Nc1ccc2nc(-c3cccnc3)[nH]c2c1)C1CCCCC1	-22	-4	-32	31	-1	-17	-21	-14	-7	5	-8
O=C(N[C@H]1C/C=C\C[C@@H](CC(=O)N(CCO)Cc2ccccc2)C(=O)N[C@H](Cc2c[nH]c3ccccc23)COC1=O)OCC1c2ccccc2-c2ccccc21	4	6	7	-4	-15	-8	66	5	8	1	-7

Compound profiles (already shown). Order of screens: EBV LMP1 NFkB | KKLEB tox | TWEAK-Fn14 inh | TRAIL sens C8 | CF NFkB inh | TROY NFkB inh | Shn3 inh set2 | LRH-1 inv ag | NCOA3 inh | COUP-TFII inh | SRC1 inh
O=C(NCc1ccc(F)cc1)c1ccc2c(c1)S(=O)(=O)c1ccccc1C2=O is listed as 2 | -4 | -28 | 1 | -1 | 8 | 5 | 0 | -11 | -6 | -8
N#Cc1ccccc1COc1ccc(/C=C/C(=O)O)cc1 is listed as 25 | -6 | 74* | 14 | 3 | 29 | 42 | 27 | 14 | 68* | 5

Next section.
SMILES	EBV LMP1 NFkB	KKLEB tox	TWEAK-Fn14 inh	TRAIL sens C8	CF NFkB inh	TROY NFkB inh	Shn3 inh set2	LRH-1 inv ag	NCOA3 inh	COUP-TFII inh	SRC1 inh
Cc1ccc(S(=O)(=O)N(C)C)cc1NC(=O)c1cc(=O)c2ccccc2o1	-2	-4	8	11	-9	7	1	8	7	-1	1
COC(=O)[C@]12CCCCC=C1N(Cc1cccc3ccccc13)C(=O)[C@H](CC(=O)N1CCC(c3ccccc3)CC1)C2	·	·	31	19	·	9	·	-13	·	-3	·
CCOC(=O)C1=C(CBr)NC(=O)NC1C (stereo not drawn)	-7	-4	12	0	-18	12	-2	-1	10	8	-7
CCOCc1nc(N)nc(N)c1-c1cccc(Cl)c1	3	5	19	56*	-21	-16	-4	23	-12	57*	-13
COc1cc2c(cc1OC)[C@@H](NC(=O)COc1ccccc1)[C@H](OCc1ccccc1)C2	-7	-7	7	-4	0	5	1	9	-9	6	21
CCOC(=O)C1CCN(S(=O)(=O)c2cccc(-c3csc(C)n3)c2)CC1	4	-8	1	-5	12	·	12	-10	15	7	-10
CCOc1ccc(C2CC(c3ccc(CC)cc3)n3nc(N)nc3N2)cc1 (stereo not drawn)	-36	-3	-16	2	15	-16	-4	9	3	-9	4
CCCS(=O)(=O)Nc1cc(C(F)(F)F)ccc1OCCOC	8	-5	-8	14	0	-17	-6	-4	11	-5	-18
COc1ccc(C)cc1NC(=O)NCc1ccco1	-2	15	11	-8	5	20	-7	22	13	12	-8
Cc1oc2c(CN3CCOCC3)c(O)ccc2c(=O)c1-c1ccc(Cl)cc1	1	-12	19	-10	6	-12	0	6	-3	-2	-3
COc1ccc(CN2C[C@]3(CO)O[C@@H](CO)C[C@@H]3S2(=O)=O)cc1	7	12	-3	5	3	-10	-12	-13	0	-1	-1
CC(C)C(=O)Nc1nc2cc3c(cc2s1)OCCO3	21	-12	44	30	-9	-15	32	-98	-61	4	-79
O=C(Nc1cccc([N+](=O)[O-])c1)N1CCCCCC1	3	5	-4	-2	-10	-20	-18	10	14	-7	-18
O=c1c2ccccc2oc2cc(NCCCN3CCOCC3)ccc12	-30	-3	-34	10	-32	-10	-50	-79	-64	-70	-74
COc1ccc(C2(OC)Oc3cc(OC)ccc3C(=O)C2(O)OC)cc1 (stereo not drawn)	19	1	-7	22	-18	-7	3	-34	-9	23	20
O=C(COc1ccccc1F)Nc1ccc(N2CCOCC2)cc1N1CCOCC1	6	-2	-10	-5	-8	6	-1	-19	-5	0	-11
CC1=C(C(=O)N2CCOCC2)C(c2ccc(-c3ccccc3)cc2)NC(=S)N1 (stereo not drawn)	-1	-9	4	-6	15	-2	7	-13	2	-3	-15
Cc1cc(NC(=O)C2CCN(S(=O)(=O)c3cccs3)CC2)no1	-2	9	13	6	-7	-3	5	2	-10	-2	-2
O=C(COc1cccc2cccnc12)N1CCc2ccccc2C1	-3	3	2	-3	-1	2	-5	7	-36	-7	0
COc1ccc(N2CCN(C(=O)CSc3nnc(CNc4ccccc4)o3)CC2)cc1	3	-3	5	-7	-6	-10	23	23	2	1	14
Clc1cccc(NCc2cn3cccnc3n2)c1	-7	1	-2	0	-13	-13	-13	-35	2	-11	-19

Of the compounds above, 7 contain a Cl atom.
SMILES	EBV LMP1 NFkB	KKLEB tox	TWEAK-Fn14 inh	TRAIL sens C8	CF NFkB inh	TROY NFkB inh	Shn3 inh set2	LRH-1 inv ag	NCOA3 inh	COUP-TFII inh	SRC1 inh
O=C(CCc1ccccc1)NNC(=O)Nc1ccc(F)c(Cl)c1	-7	18	6	3	9	5	12	-1	-8	9	-2
C[C@H](O)[C@@H]1C(=O)N2CCc3c([nH]c4ccccc34)[C@@H]2C[C@@H]1N(C)Cc1ccc(Cl)cc1	0	-11	-7	-3	5	-18	-17	-11	5	-2	-3
O=C(O)CSCc1c(F)cccc1Cl	7	-5	-1	-13	-2	5	9	-1	2	-8	-14
Cc1cccc(NC(=O)c2cc(NC(=O)C3CCCCC3C(=O)O)ccc2Cl)n1 (stereo not drawn)	-6	2	-2	18	0	-3	-5	-1	-18	10	-7
CCOCc1nc(N)nc(N)c1-c1cccc(Cl)c1	3	5	19	56*	-21	-16	-4	23	-12	57*	-13
Cc1oc2c(CN3CCOCC3)c(O)ccc2c(=O)c1-c1ccc(Cl)cc1	1	-12	19	-10	6	-12	0	6	-3	-2	-3
Clc1cccc(NCc2cn3cccnc3n2)c1	-7	1	-2	0	-13	-13	-13	-35	2	-11	-19

Screening results deposited in PubChem BioAssay by several laboratories.
